GSIS activator = GLuc luminescence reporter in INS-1E cells, primary screen for activators of glucose-dependent secretion of insulin; INS-1E GLuc reporter insulin secretion, 2-3 h; activation, % at 16.6 µM; 370,000 compounds, 0.61% hits; AID 743287, 2014;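 active = lowest replicate activation of at least 40%, so every replicate reaches that level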;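 also: 0% = median of neutral control wells and 100% = median of IBMX positive control wells; some compounds called inactive have numbers as strong as hits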
RAD52 anneal inh = RAD52 DNA annealing inhibitors, primary screen, biochemical, FRET, single point, set 2. inhibition, % at 18.7 µM. DNA repair protein RAD52 homolog (Homo sapiens), P43351. 360,000 compounds, 0.46% hits. AID 651710, 2012. recombinant RAD52 DNA annealing, FRET fluorescence;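 active = every replicate showing at least 50% inhibition; inconclusive = mean inhibition at least 50% but not in every replicate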
CASP6 VEID inh = human caspase-6 inhibitors, primary screen, biochemical, VEID-R110 fluorescence, single point, set 2; purified caspase-6, Z-VEID-R110 cleavage fluorescence; inhibition, % at 12.5 µM; 350,000 compounds, 0.53% hits; AID 686996, 2013;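 active = mean inhibition across replicates at least about 35%, with every replicate also reaching that limit, limit read from the data; inconclusive = only one of the two criteria met; inactive = neither criterion met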;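 also: 0% = median of neutral control wells and 100% = no fluorescence left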
Target sequence (P55212 24-179 limits assumed): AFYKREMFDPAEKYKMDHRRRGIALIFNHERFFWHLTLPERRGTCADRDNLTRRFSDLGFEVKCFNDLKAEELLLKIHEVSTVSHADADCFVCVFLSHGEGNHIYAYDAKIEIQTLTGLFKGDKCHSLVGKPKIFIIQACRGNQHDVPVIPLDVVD
Target sequence (P55212 194-293 limits assumed): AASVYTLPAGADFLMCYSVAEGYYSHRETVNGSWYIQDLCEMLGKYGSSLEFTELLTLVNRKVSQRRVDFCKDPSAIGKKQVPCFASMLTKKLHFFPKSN
DENV2 CPE = inhibitors of DENV2 cytopathic effect, primary screen, cell-based, plate reader, single concentration; DENV2-infected cells, cytopathic effect rescue; CPE inhibition, % at 9.99 µM; 350,000 compounds, 1.7% hits; AID 651640, 2012; in the data active = CPE inhibition above about 20%, passing the limit was not always enough; inconclusive = no clear call, values can overlap the other calls; tested in BHK-21 cells;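 also: 0% = median of neutral control wells and 100% = median of positive control wells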
RAD54 inh = inhibitors of human RAD54 branch migration, primary screen, biochemical, fluorescence, single point | RAD54 Holliday junction branch migration, FAM/BHQ fluorescence | inhibition, % at 10.4 µM | 360,000 compounds, 0.14% hits | DNA repair and recombination protein RAD54-like (Homo sapiens), Q92698;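 active = mean normalized replicate activity at least 40 and at least half of replicates scoring 40 or more; inconclusive = only one of the two criteria met; inactive = mean below 40 and under half of replicates reaching 40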;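 also: 0% = median of neutral control wells and 100% = median of positive control wells; inhibitors cause a drop in the FAM fluorescence signal; in these data hits start at about 50%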
Target sequence (Q92698 whole entry, looked up): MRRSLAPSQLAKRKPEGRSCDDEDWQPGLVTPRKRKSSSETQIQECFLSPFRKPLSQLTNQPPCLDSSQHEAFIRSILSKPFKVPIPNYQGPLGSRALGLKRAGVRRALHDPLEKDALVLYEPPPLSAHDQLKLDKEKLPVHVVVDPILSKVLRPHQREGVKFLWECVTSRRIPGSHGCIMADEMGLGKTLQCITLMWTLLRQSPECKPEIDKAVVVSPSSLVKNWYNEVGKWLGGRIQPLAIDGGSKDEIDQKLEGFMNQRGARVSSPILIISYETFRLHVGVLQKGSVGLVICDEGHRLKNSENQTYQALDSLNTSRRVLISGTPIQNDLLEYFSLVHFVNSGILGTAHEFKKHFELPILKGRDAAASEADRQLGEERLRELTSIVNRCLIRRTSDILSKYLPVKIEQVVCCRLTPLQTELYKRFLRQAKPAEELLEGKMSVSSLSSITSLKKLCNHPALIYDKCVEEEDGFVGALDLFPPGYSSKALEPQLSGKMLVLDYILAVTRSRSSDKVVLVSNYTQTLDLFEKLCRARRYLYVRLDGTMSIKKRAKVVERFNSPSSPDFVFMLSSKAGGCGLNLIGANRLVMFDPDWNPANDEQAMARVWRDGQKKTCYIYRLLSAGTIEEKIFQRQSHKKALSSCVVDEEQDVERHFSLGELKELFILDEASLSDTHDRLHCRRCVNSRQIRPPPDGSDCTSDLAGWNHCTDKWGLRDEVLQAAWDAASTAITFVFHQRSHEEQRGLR
E-sel inducer = E-selectin induction in HUVECs, primary screen, imaging, HUVEC, immunofluorescence imaging, single point. activation, % at 7.58 µM. 260,000 compounds, 0.37% hits. normalized: neutral wells 0, TNF-alpha wells 100. P16581;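 active = mean E-selectin-positive cell signal at least 10% of the positive control, reached in at least 60% of replicates, without over 20% cell loss; inconclusive = no rule given, readout overlaps actives, possibly toxicity-flagged; inactive = the rest, including those meeting only one limit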;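 also: in these data hits start at about 27%; measured in HUVEC primary endothelial cells; signal is the percent of cells scored E-selectin positive by PE staining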
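System: HUVEC, human umbilical vein endothelial cells; quantity: 3,000 cells/well; buffer or medium: EGM-2 medium, gelatin-coated wells; dosing: single-point compound dose; detection: immunofluorescence imaging; evaluation: % PE-positive cells; benchmarks: TNF-alpha, DMSO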
F508del corr = F508del CFTR correction, initial screen, CFBE line, single point; CFBE cells, YFP halide quenching; stimulated with forskolin plus potentiator P3; % fluorescence drop versus neutral controls; 350,000 compounds, 0.36% hits; AID 720511, 2013; activity (quench increase), % at 7.58 µM;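 active = mean added fluorescence quench of at least 8% versus neutral control, with both replicates also reaching 8%; inconclusive = only one of the mean or replicate conditions met; inactive = mean below 8% and not both replicates reaching 8%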;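 also: cells transiently co-express mutant CFTR-F508del with the halide-sensitive YFP; corrector assay measuring rescue of mutant channel to the surface after 24 h compound exposure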
Xi reactivation = activators of inactive X chromosome reactivation, primary screen, imaging, XiGFP fibroblasts, GFP high-content imaging, set 2; XiGFP mouse fibroblasts, % GFP-positive cells imaging, 3 d; cells co-treated with 5-aza-dC sensitizer; scaled so ellipticine positive control = 100%; activation, % at 7.58 µM; 360,000 compounds, 0.055% hits; AID 743238, 2013;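 active = mean normalized replicate activation at least 10% and every replicate at or above 10%; inconclusive = only one of the two criteria met; inactive = mean below 10% and not all replicates reach 10%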;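 also: 0% = median of on-plate neutral control wells and 100% = ellipticine 6 µM median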
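Assay system: SV40-immortalized XiGFP fibroblast cells, line 68-5-11; buffer or medium: DMEM plus 5-aza-dC sensitizer; compound: one concentration, pinned; timing: compounds 3 days, fix/stain 15 min at room temperature; benchmarks: positive control ellipticine, 6 µM final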
Numbers without * were called inactive; u = inconclusive; x = no result given; & = joins results of further samples.

SMILES,GSIS activator,RAD52 anneal inh,CASP6 VEID inh,DENV2 CPE,RAD54 inh,E-sel inducer,F508del corr,Xi reactivation
Cc1ccc(OCC(=O)N/N=C/c2cn(Cc3ccccc3)c3ccccc23)cc1,7,-10,1,1,x,0.0,-0.9,-0.1
CN(C)C(=O)[C@@H]1[C@@H](CO)[C@@H]2Cn3c(ccc(-c4ccccc4)c3=O)[C@H]1N2C(=O)C1CC1,19,11,-4,13,10,-0.1,2.3,0.3
CC1CCCC(NC(=S)NC(=O)c2cncc(Br)c2)C1C (centres undefined),-10,-21,-2,-3,x,-0.3,x,0.0
CN1C(=O)N(CC(=O)Nc2ccc3c(c2)OCO3)C(=O)C12CCCCC2,10,-5,4,8,1,x,-1.4,0.0
Cc1ccc(S(=O)(=O)N(C)c2ccc(OCC(=O)OCc3ccc(C#N)cc3)cc2)cc1,2,-33,-1,3,x,0.0,-4.6,0.1
O=C(N[C@@H]1CC[C@H](CCNS(=O)(=O)c2ccccc2Cl)O[C@@H]1CO)c1ccc(F)cc1,-2,2,1,3,0,0.1,-2.1,0.0
CCN1CCN(CCNC(=O)C2CCCN(Cc3nc(-c4cccc(Cl)c4)oc3C)C2)CC1 (centres undefined),-1,-4,-47,u,-1,0.1,6.1,0.2
CCCNC(=O)N1CC2(C1)CN(Cc1ccccn1)[C@@H](CO)c1c2c2ccc(OC)cc2n1C,5,-57,-1,9,x,-0.2,1.3,0.2
CC1CCCCC12NC(=O)N(CC(=O)Nc1ccccc1-c1ccccc1)C2=O (centres undefined),-10,6,0,3,x,0.5,0.2,0.0
O=C(CCC1CCCCC1)NCCN1C2=NC[C@@H](Cc3ccccc3)N2C[C@H]1Cc1ccc(O)cc1,x,42,13,6,9,x,0.4,0.7
COc1ccc(S(=O)(=O)N(C)C[C@@H]2Oc3ccc(NS(=O)(=O)c4c(C)noc4C)cc3CC(=O)N([C@@H](C)CO)C[C@@H]2C)cc1,-1,-2,x,0,3,-0.3,-3.0,-1.0
CSCCC(NC(=O)c1cccc(C)c1)C(=O)NNC(=O)c1cccs1 (centres undefined),-6,14,-3,-3,-5,-0.5,-1.6,0.3
CC1CC(C)CN(C(=O)c2cccc(S(=O)(=O)N3c4ccccc4CC3C)c2)C1 (centres undefined),-65,2,5,-12,4,-0.8,2.4,0.2
COc1ccc(C(=O)NNC2=C(C(=O)C(F)(F)F)CCC2)cc1,9,-11,-7,3,2,x,0.7,0.0
CC1CCCCN1C(=O)COC(=O)c1cc(-c2cccs2)nn1-c1ccccc1 (centres undefined),-20,-12,-3,-2,8,0.5,-11,-0.2
COC(=O)[C@@H](Cc1c[nH]c2ccccc12)NC(=O)c1cc(=O)[nH]c2ccccc12,9,-24,-1,0,-4,4.0,-0.4,-0.2
Cc1cccn2c(=O)c3cc(C(=O)NCCN4CCOCC4)c(=N)n(CCN4CCOCC4)c3nc12,6,69*,0,1,51*,x,1.8,0.3
Cc1ccc(Nc2ccc([N+](=O)[O-])cn2)cc1Cl,12,-8,-2,19,4,0.0,0.3,0.2
COC(=O)C[C@@H]1CC[C@@H]2[C@H](COC[C@H](O)CN2S(=O)(=O)c2ccc(F)cc2)O1,12,10,0,13,-9,-0.1,-0.7,0.1
CCOC(=O)c1c(NC(=O)COC(=O)c2ccncc2)sc(C)c1C,-6,2,0,1,x,-0.1,-1.7,-0.1
COc1cccc(CNC(=O)[C@H]2CCCN2C(=O)[C@H]2CCCN2C(=O)c2cccc3ccccc23)c1,4,-4,3,3,x,-0.2,4.5,-0.1
N#C[C@@H]1N[C@@H](CO)[C@@H]1c1ccc(-c2cccc(F)c2)cc1,11,-26,5,4,2,-0.4,3.3,-0.1
CCSc1ccc2cc(OC)ccc2[n+]1CC,-1,-5,-4,-1,x,x,x,0.0
COc1ccc(S(=O)(=O)N(C)C[C@@H]2Oc3c(NS(=O)(=O)c4ccc(Cl)cc4)cccc3C(=O)N([C@@H](C)CO)C[C@@H]2C)cc1,-16,x,x,-8,3,0.0,-3.8,0.0
CC(C)(C)NC(=O)Nc1ccc(Br)cc1,-2,-8,2,0,x,x,1.2,0.0
CCOC(=O)C(=O)c1c(-c2ccc(C)cc2)nc2ccccn12,14,0,-1,0,x,1.2,3.8,0.2
COc1ccc(-c2cnc3c(c2)C(=O)N([C@@H](C)CO)C[C@@H](C)[C@@H](CN(C)S(=O)(=O)c2ccc(OC)cc2)O3)cc1,-14,x,x,x,x,0.5,-3.4,0.4
O=C(COC(=O)c1cnccn1)c1ccc(Cl)c([N+](=O)[O-])c1,-1,-19,2,3,-6,0.1,-0.9,0.0
C=CCn1cc(C(=O)NCCN(CC)CC)c(=O)c2cc(S(=O)(=O)N3CCCCCC3)ccc21,-3,-2,-6,1,-3,-0.1,-1.0,0.2
COc1ccc(/C=C/c2nc3ccccc3c(=O)o2)cc1,x,-19,-3,-1,3,x,0.1,-0.1
CCOC(=O)N1CCN(C(=O)CCC2CCCC2)CC1,8,-6,2,5,x,x,-0.7,0.1
C[C@H](CO)N1C[C@H](C)[C@@H](CN(C)Cc2ccc(C(F)(F)F)cc2)Oc2ccc(NC(=O)CCC(F)(F)F)cc2C1=O,-22,2,0,-8,14,63*,-1.6,-0.1
COc1cc(C(=O)N2CC(C)OC(C)C2)c([N+](=O)[O-])cc1OC (centres undefined),6,-7,-1,u,7,x,-1.4,x
CCC(=O)N1C(C(=O)O)CSC1c1ccc(OC)cc1 (centres undefined),26,0,0,2,0,8.0,2.9,0.2
COc1ccc2cc(C3(C)NC(=O)N(CC(=O)N4CCCCC4)C3=O)ccc2c1 (centres undefined),-3,-18,0,1,2,-0.2,-0.4,0.1
Oc1ccc(NCc2ccccc2OCc2ccccc2)cc1,12,-11,4,-11,x,0.0,-5.4,0.0
C[C@H]1CN([C@@H](C)CO)C(=O)c2cc(NC(=O)Nc3ccccc3)ccc2O[C@@H]1CN(C)C(=O)Nc1ccc(F)cc1,-14,-2,1,-3,-3,4.7,-1.0,0.8
CN1c2ccc(C#Cc3cccnc3)cc2[C@@H]2[C@@H](CCN2C(=O)C2CCCC2)[C@@H]1CO,-38,-36,0,u,x,0.2,0.2,0.0
Cc1cccc(C)c1-n1nnnc1C1(C)CCC(=O)N1CC1CCCCC1 (centres undefined),-15,-7,8,-1,x,0.0,1.3,-0.1
Cc1ccc(NC(=O)CC(C)S(=O)(=O)c2ccc3c(c2)NC(=O)CO3)c(Cl)c1 (centres undefined),3,-3,3,7,-17,x,1.9,0.0
COc1ccccc1-c1ccccc1[C@@H]1[C@@H](C#N)N(C(=O)CN(C)C)[C@H]1CO,8,4,1,u,x,0.0,1.5,0.0
NC(=O)C1CCCNC1 (centres undefined),x,-5,-2,-2,-4&-23,1.4,0.5,0.9
CCN(c1ccccc1)S(=O)(=O)c1ccc(OC)c(NC(=O)CNCCc2ccccc2)c1,-28,-10,-1,-2,-1,-0.1,4.6,0.0
COc1ccc(S(=O)(=O)Nc2ccc3c(c2)C(=O)N([C@@H](C)CO)C[C@H](C)[C@@H](CN(C)Cc2ccc(C(F)(F)F)cc2)OCCCC[C@@H](C)O3)cc1,-23,17,1,-3,0,1.6,1.5,0.2
COc1ccc2c3c(n(C)c2c1)[C@H](CO)N(C)CC31CCN(C(=O)NC(C)C)CC1,2,-15,2,-5,x,0.1,0.8,0.1
CCCn1nc2cc(C(=O)NCC34CC5CC(CC(C5)C3)C4)ccc2c1OCC,-39,-14,1,-5,-10,0.2,1.5,0.0
CN(C)C(=O)c1ccc(-c2ccc3c(c2)[C@H]2[C@H](CCN2C(=O)C2CCC2)[C@@H](CO)N3C)cc1,-4,-4,4,-8,3,0.0,3.4,0.0
CCOC(=O)C1CCCN(C(=O)C(CCSC)NC(=O)COc2ccccc2)C1 (centres undefined),1,-7,1,0,-6,1.7,-0.6,0.0
CCOC(=O)COc1cc(N)c(Cl)cc1Cl,0,-11,-1,4,x,x,3.0,0.0
O=C(NC1CCCCC1)N1CC(=O)N2[C@H](CO)[C@@H](c3ccc(/C=C/c4ccccc4)cc3)[C@H]2C1,-13,28,8,4,x,-0.1,-2.7,0.2
C[C@H](CO)N1C[C@H](C)[C@@H](CN(C)C(=O)Nc2ccccc2)Oc2ccc(NC(=O)Cc3ccccc3)cc2C1=O,14&-5,-5&-6,1&-3,9&-15,6&-5,0.0&-0.3,2.2&1.1,0.0&0.0
CCC(=O)Nc1ccc(S(=O)(=O)NC[C@H]2O[C@@H](n3cc(C)c(=O)[nH]c3=O)C[C@@H]2O)cc1,-1,-8,2,3,4,-0.2,-0.8,0.1
C[C@@H]1CN([C@H](C)CO)C(=O)c2cc(NC(=O)c3ccncc3)ccc2O[C@@H](C)CCCCO[C@@H]1CN(C)S(=O)(=O)c1ccc(F)cc1,-13,-24,-3,-4,-9,x,0.0,0.0
O=[N+]([O-])c1ccc(/C=N/NC2=NS(=O)(=O)c3ccccc32)cc1,-11,-18,3,1,-12,x,x,0.0
N#Cc1ccc(-c2ccc([C@@H]3[C@H]4CN(C(=O)C5CCCCC5)CC(=O)N4[C@H]3CO)cc2)cc1,4,4,13,14,x,0.2,0.5,0.0
COc1ccccc1NC(=O)c1cc([N+](=O)[O-])ccc1N1CCOCC1,15,-3,-2,-2,3,0.1,1.3,0.0
CCn1c(C)c(C(C)=O)c(N2CCN(C(=O)c3ccco3)CC2)nc1=S,1,6,-6,x,-7,x,0.7,x
C[C@H](CO)N1C[C@H](C)[C@@H](CN(C)C)Oc2cc(-c3cccc(C(=O)N(C)C)c3)ccc2S1(=O)=O,17,-10,-2,9,2,-0.2,-2.7,-0.1
COc1ccc(NCC(=O)Nc2c(C)cccc2C)cc1S(=O)(=O)N1CCOCC1,10,5,-2,3,4,1.5,-1.8,0.2
CC1(C)Oc2cc3oc(C(=O)O)cc(=O)c3cc2-c2ccccc21,9,-10,1,13,-11,0.5,-3.1,0.1
CC1(C(=O)NCc2ccccc2Br)CCN1Cc1c(F)cccc1F (centres undefined),-32,-19,2,u,0,0.0,-5.2,-0.2
CC1CCc2nn(CC(=O)NCc3ccc4c(c3)OCO4)cc2C1 (centres undefined),-17,-1,-1,-8,-5,-0.1,1.2,0.1

Screening data as filed in PubChem.
